Assay outcomes (PubChem)
Shiga toxin inh – Shiga toxin inhibition; 290,000 tested, 9.2% active; Vero cells, Shiga toxin protein synthesis inhibition reporter; AID 2315; inhibition, % at 38.7 µM; in the data active = inhibition mostly above about 28%, no sharp cut-off; inactive = mostly below about 43%; note: 0% is about no effect
Pf growth 48h – P. falciparum growth inhibition at 48 hours (one generation); 310,000 tested, 5.9% active; AID 504832; P. falciparum luciferase growth in erythrocytes, 48 h; Potency, µM (highest dose often 28.7 µM), for the others: at the highest dose activity change, negative = inhibition, actives largely listed as inhibitors; note: potency is the fitted concentration of half-maximal effect; % is set by controls: 0 for no effect and ±100 for the full control effect
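First compound was added to culture medium, then infected red cells at 0.1% parasitemia and 2% hematocrit (final). After incubation at 37 C under 5% CO2, luciferase detection reagent was dispensed and light output recorded.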
Sm TGR block – S. mansoni TGR enzyme inhibition; 360,000 tested, 3% active; AID 485364; Potency, µM (doses to about 114 µM), without a hit: at the top dose activity change, negative = inhibition, most hits filed as inhibitors; purified TGR, DTNB reduction, TNB absorbance 405 nm; note: potency is the fitted concentration of half-maximal effect; % is set by controls: 0 for no effect and ±100 for the full control effect; nearly all actives have a fitted effect of over 60% in size
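TGR 20 nM + NADPH 100 uM (dispensed conc.), cpd preinc 15 min RT; start with NADPH (500 uM addition) then DTNB (15 mM addition). Kinetic TNB absorbance, 405 nm filter. Four-parameter Hill fit across titration.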
FBPA Giardia inh – blocks Giardia fructose-bisphosphate aldolase activity | Potency, µM (highest dose often 59.6 µM), without a hit: top-dose activity, negative = inhibition, actives largely listed as inhibitors | 290,000 tested, 0.71% active | A8B2U2 | purified Giardia FBPA; note: potency is the fitted concentration of half-maximal effect; % is set by controls: 0 for no effect and ±100 for the full control effect; nearly all actives have a fitted effect of over 55% in size
Target sequence (A8B2U2 whole entry, looked up): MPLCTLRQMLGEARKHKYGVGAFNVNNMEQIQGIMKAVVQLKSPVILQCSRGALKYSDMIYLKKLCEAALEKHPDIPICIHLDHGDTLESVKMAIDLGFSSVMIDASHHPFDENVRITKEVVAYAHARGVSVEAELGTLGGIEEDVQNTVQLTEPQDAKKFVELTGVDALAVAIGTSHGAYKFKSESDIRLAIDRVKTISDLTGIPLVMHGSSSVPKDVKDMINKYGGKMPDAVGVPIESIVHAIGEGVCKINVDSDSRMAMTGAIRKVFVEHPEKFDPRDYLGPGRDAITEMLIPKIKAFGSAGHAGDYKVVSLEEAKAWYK
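Giardia FBPA (40 nM reagent) was preincubated 10 min at RT with compound (up to 57.5 uM final), then substrate plus GAPDH/TPI/NAD/arsenate coupling system with diaphorase/resazurin was added; resorufin fluorescence (525/598 nm) was read after 20 min.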
Pf growth 96h – inhibits malaria parasite growth, 96 h. P. falciparum luciferase reporter growth, 96 h. Potency, µM (top dose mostly 28.7 µM), inactives show at the highest dose activity change, negative = inhibition, actives largely listed as inhibitors. 320,000 tested, 6.9% active; note: potency is the fitted concentration of half-maximal effect; % is set by controls: 0 for no effect and ±100 for the full control effect
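Plates of compound plus infected erythrocytes (2% hematocrit, 0.05% parasitemia final) incubate 96 hours, 37 C, 5% CO2. Detection reagent added; reduced luminescence from the parasites' luciferase reporter flags inhibition.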
Cycloheximide cs – counter-screen hit for Shiga toxin inhibitors, cycloheximide; AID 2314; max response, %; 300,000 tested, 12% active; cell reporter, cycloheximide protein synthesis inhibition counterscreen; in the data active = max response mostly above about 13%, no sharp cut-off; inactive = mostly below about 14%; note: read at 38.3 µM for the half of the compounds with a filed dose; 0% is about no effect
* marks the source's active call; other numbers are inactive results; [ ] = remark or other dose. Unless noted, calls come from the whole dose curve; as a rule, active = well fitted curve in the direction sought with a large enough effect; inconclusive = small, poorly fitted or top-dose-only effect, or another doubt; inactive = no such curve, though single readings can be large; an effect the other way counts as inactive or inconclusive. The order is random, and some 24% of all compounds hit somewhere here.

What do the screens show for `CCOc1cc(CN2CCCC(C(=O)c3cccc(C(F)(F)F)c3)C2)ccc1O` (stereo not drawn)?
Shiga toxin inh: -8; Pf growth 48h: 5.2µM*; Sm TGR block: inconclusive; FBPA Giardia inh: -11%; Pf growth 96h: 8%; Cycloheximide cs: 8

Results for CCCCCCC(=O)N/N=C/c1c(O)n(CCCC)c(=S)[nH]c1=O ?
Shiga toxin inh: -8; Pf growth 48h: inconclusive; Sm TGR block: -1%; FBPA Giardia inh: 23%; Pf growth 96h: 6%; Cycloheximide cs: -2

What do the screens show for `O[C@@H]1[C@@H](O)C=C2CCN3Cc4cc5c(cc4[C@H]1C23)OCO5` (stereo partly drawn)?
Pf growth 48h: 0.33µM*; Sm TGR block: -7%; Pf growth 96h: 0.29µM*

What do the screens show for `CCCNC(=O)Cn1nc([N+](=O)[O-])c([N+](=O)[O-])c1C`?
Shiga toxin inh: 13; Pf growth 48h: inconclusive; Sm TGR block: -1%; FBPA Giardia inh: -14%; Pf growth 96h: inconclusive; Cycloheximide cs: 7

How did O=C(O)C(=O)/C(=C\c1cccc2ccccc12)c1ccc2ccccc2n1 do in these assays?
Shiga toxin inh: -11; Sm TGR block: -18%; FBPA Giardia inh: 6%; Pf growth 96h: 20%; Cycloheximide cs: 1

What do the screens show for `CCOC(=O)C1(Cc2ccccc2Cl)CCN(S(C)(=O)=O)CC1`?
Shiga toxin inh: -9; Pf growth 48h: 1%; Sm TGR block: -20%; FBPA Giardia inh: -17%; Pf growth 96h: inconclusive; Cycloheximide cs: -1

What do the screens show for `O=C(CS(=O)(=O)c1ccccc1)Nc1ccc(S(=O)(=O)Nc2ccccn2)cc1`?
Shiga toxin inh: -7; Pf growth 48h: 14%; Sm TGR block: -22%; FBPA Giardia inh: 7%; Pf growth 96h: 15%; Cycloheximide cs: -1

How did CCN1C(=O)[C@H]2[C@@H](c3ccc(C)cc3)N3C(=O)N(c4cccc(Br)c4)C(=O)[C@@]3(Cc3ccccc3)[C@H]2C1=O do in these assays?
Pf growth 48h: inconclusive; Sm TGR block: 6%; Pf growth 96h: -102%

What do the screens show for `Cc1noc(C)c1S(=O)(=O)N1CCCC(C(=O)NC2CCCCC2)C1` (stereo not drawn)?
Shiga toxin inh: 8; Sm TGR block: 3%; FBPA Giardia inh: 0%; Pf growth 96h: 4%; Cycloheximide cs: -3

Results for COCc1cc(C)nc(OCC(=O)N/N=C/c2ccc(-c3cccc([N+](=O)[O-])c3)o2)c1C#N ?
Shiga toxin inh: -17; Pf growth 48h: 4%; Sm TGR block: 7%; Pf growth 96h: 0%; Cycloheximide cs: -3

Results for CN1CCN(c2ccc(NC(=O)c3ccc(C#N)cc3F)cc2Cl)CC1 ?
Shiga toxin inh: 18; Pf growth 48h: -20%; Sm TGR block: 0%; FBPA Giardia inh: -7%; Cycloheximide cs: 22

What do the screens show for `O=C(O)CNC(=O)CC1S/C(=N/N=C2\CSC(=O)N2)NC1=O` (stereo not drawn)?
Shiga toxin inh: -9; Pf growth 48h: -15%; Sm TGR block: 1%; FBPA Giardia inh: 5.6µM*; Pf growth 96h: 4%; Cycloheximide cs: -4

Results for CC(C)CNP(=S)(c1ccccc1)C(C)(C)C (stereo not drawn) ?
Shiga toxin inh: -1; Pf growth 48h: 4%; Sm TGR block: 0%; FBPA Giardia inh: -2%; Pf growth 96h: 20%; Cycloheximide cs: -1

What do the screens show for `Clc1ccc(-c2nnc3n2CCCCS3)cc1`?
Shiga toxin inh: 21; Pf growth 48h: 26%; Sm TGR block: 7%; FBPA Giardia inh: -3%; Pf growth 96h: 16%; Cycloheximide cs: -4

How did O=C(CN1CCOc2ccccc21)N1CCCC1 do in these assays?
Shiga toxin inh: -13; Pf growth 48h: 12%; Sm TGR block: -3%; FBPA Giardia inh: -1%; Pf growth 96h: inconclusive; Cycloheximide cs: -2

Results for Cc1sc2nc(C(C)Nc3ccccc3N3CCOCC3)[nH]c(=O)c2c1C (stereo not drawn) ?
Shiga toxin inh: 18; Pf growth 48h: 9.3µM*; Sm TGR block: 12%; FBPA Giardia inh: -9%; Pf growth 96h: 6.6µM*; Cycloheximide cs: -4

Results for Cc1n[nH]c(=S)n1-c1cccc(Cl)c1 ?
Shiga toxin inh: 36; Pf growth 48h: 7%; Sm TGR block: 0%; FBPA Giardia inh: -25%; Pf growth 96h: 2%; Cycloheximide cs: -1

How did COc1cc(OC)cc(C(=O)NC(C(=O)OCn2nnc3ccccc3c2=O)C(C)C)c1 (stereo not drawn) do in these assays?
Pf growth 48h: 1%; Sm TGR block: -3%; Pf growth 96h: inconclusive

What do the screens show for `O=C(COC(=O)c1cc2c(s1)CCCC2)NCc1ccccc1Cl`?
Shiga toxin inh: 8; Pf growth 48h: 7%; Sm TGR block: -1%; FBPA Giardia inh: 4%; Pf growth 96h: 30%; Cycloheximide cs: 0

How did COc1ccc(-c2csc(NC(=O)C3CSC4(C)CCC(=O)N34)n2)cc1OC (stereo not drawn) do in these assays?
Pf growth 48h: -16%; Sm TGR block: -4%; Pf growth 96h: 0%

Results for COc1ccc(S(=O)(=O)N(C)c2ccc(C(=O)NCC3CCCO3)cc2)cc1OC (stereo not drawn) ?
Shiga toxin inh: -6; Pf growth 48h: inconclusive; Sm TGR block: 4%; Pf growth 96h: inconclusive; Cycloheximide cs: 0

Results for COCCn1c(C)cc(C(=O)CSc2cc(C)c3ccccc3n2)c1C ?
Shiga toxin inh: 14; Pf growth 48h: -24%; Sm TGR block: -7%; FBPA Giardia inh: 1%; Pf growth 96h: -4%; Cycloheximide cs: 11

What do the screens show for `O=c1/c(=C/c2ccco2)sc2n1CN(c1cccc(Br)c1)CN=2`?
Shiga toxin inh: 31; Sm TGR block: 25µM*; FBPA Giardia inh: 11%; Pf growth 96h: inconclusive; Cycloheximide cs: 9

What do the screens show for `CC(=O)Nc1ccc(NC(=O)CCn2c(=O)oc3ccccc32)cc1`?
Shiga toxin inh: 0; Pf growth 48h: 18%; Sm TGR block: 1%; FBPA Giardia inh: 1%; Pf growth 96h: 31%; Cycloheximide cs: -6

Results for Cc1ccc(-c2n[nH]c(=S)n2C)cc1Cl ?
Shiga toxin inh: -17; Pf growth 48h: 16%; FBPA Giardia inh: 1%; Pf growth 96h: 4%; Cycloheximide cs: -2

What do the screens show for `Cc1ccc(OCC(=O)O/N=C(\N)c2ccncc2)c(C)c1`?
Shiga toxin inh: 114*; Pf growth 48h: 76%[activator]; Sm TGR block: -2%; FBPA Giardia inh: 4%; Pf growth 96h: 165%[activator]; Cycloheximide cs: 33*

How did O=C(NCc1ccc2c(c1)OCO2)c1ccc(Cl)nc1 do in these assays?
Shiga toxin inh: 0; Pf growth 48h: 45%[activator]; Sm TGR block: 10%; FBPA Giardia inh: 4%; Pf growth 96h: -1%; Cycloheximide cs: 1

Results for OCc1cccc(Cl)c1Cl ?
Shiga toxin inh: 10; FBPA Giardia inh: -7%; Cycloheximide cs: -5

How did Oc1ccc(N=C/C=C/c2ccc(Br)cc2)cc1-c1nc2ccccc2s1 do in these assays?
Shiga toxin inh: 40*; Pf growth 48h: 20%; Sm TGR block: inconclusive; FBPA Giardia inh: inconclusive; Pf growth 96h: 38%[activator]; Cycloheximide cs: 36*

Results for Nc1[nH]c(N=NC(=O)c2ccccc2O)c2ccccc12 ?
Shiga toxin inh: 81*; Pf growth 48h: 108%[activator]; Sm TGR block: 1%; FBPA Giardia inh: inconclusive; Pf growth 96h: 115%[activator]; Cycloheximide cs: 58*

Results for CS(=O)(=O)c1ccc(Cl)c(NC(=O)COC(=O)c2ccc(-n3cnnn3)cc2)c1 ?
Pf growth 48h: -3%; Sm TGR block: 0%; Pf growth 96h: inconclusive

Results for Cc1onc(-c2c(Cl)cccc2Cl)c1C(=O)NNc1ccccc1 ?
Shiga toxin inh: -9; Pf growth 48h: 7%; Sm TGR block: 50µM*; FBPA Giardia inh: 0%; Pf growth 96h: 1%; Cycloheximide cs: 0

How did C=CCc1cccc2cc(C(=O)Nc3ccc(CC(=O)O)cc3)c(=O)oc12 do in these assays?
Shiga toxin inh: -2; Pf growth 48h: 1%; Sm TGR block: -15%; FBPA Giardia inh: 8%; Pf growth 96h: 31%[activator]; Cycloheximide cs: -1

Results for Cn1c(-c2ccsc2)c(-c2cccs2)c2cc(-c3ccc4[nH]ccc4c3)ccc21 ?
Pf growth 48h: 5.2µM*; Sm TGR block: -15%; Pf growth 96h: 5.9µM*

Results for COc1cccc(C2c3c(-c4ccccc4)n[nH]c3C(=O)N2c2ccc(C(=O)O)cc2)c1 (stereo not drawn) ?
Shiga toxin inh: -11; Pf growth 48h: inconclusive; Sm TGR block: 6%; FBPA Giardia inh: 10%; Pf growth 96h: inconclusive; Cycloheximide cs: -1

How did CCC1(C)NC(=O)N(/N=C/c2cc(OC)c(O)c(OC)c2)C1=O (stereo not drawn) do in these assays?
Shiga toxin inh: 22; Pf growth 48h: 14%; Sm TGR block: -10%; FBPA Giardia inh: -4%; Pf growth 96h: -17%; Cycloheximide cs: -5

What do the screens show for `Cc1cccc(N(NC(=O)C(C)(C)O)C(=O)c2ccccc2)c1`?
Shiga toxin inh: -7; Pf growth 48h: -26%; Sm TGR block: 13%; FBPA Giardia inh: 0%; Pf growth 96h: inconclusive; Cycloheximide cs: 1

How did CC(=O)Nc1nc2ccc(Br)cc2s1 do in these assays?
Shiga toxin inh: 40; Pf growth 48h: 93%[activator]; Sm TGR block: 2%; FBPA Giardia inh: 7%; Pf growth 96h: inconclusive; Cycloheximide cs: 21*

Results for CC(OC(=O)C1=COCCO1)C(=O)c1ccc(C(C)(C)C)cc1 (stereo not drawn) ?
Pf growth 48h: inconclusive; Sm TGR block: -11%; Pf growth 96h: 30%[activator]

Results for CCOc1cc(Br)c(/C=C2/C(=O)N(C)C(=S)N2CC(=O)OC)cc1OC ?
Shiga toxin inh: -19; Pf growth 48h: inconclusive; Sm TGR block: -7%[57.1 µM]; FBPA Giardia inh: -2%; Pf growth 96h: 30%; Cycloheximide cs: -1

Six successive records already listed:
Results for COc1ccc(S(=O)(=O)N(C)c2ccc(C(=O)NCC3CCCO3)cc2)cc1OC (stereo not drawn) ?
Shiga toxin inh: -6; Pf growth 48h: inconclusive; Sm TGR block: 4%; Pf growth 96h: inconclusive; Cycloheximide cs: 0

Results for COCCn1c(C)cc(C(=O)CSc2cc(C)c3ccccc3n2)c1C ?
Shiga toxin inh: 14; Pf growth 48h: -24%; Sm TGR block: -7%; FBPA Giardia inh: 1%; Pf growth 96h: -4%; Cycloheximide cs: 11

What do the screens show for `O=c1/c(=C/c2ccco2)sc2n1CN(c1cccc(Br)c1)CN=2`?
Shiga toxin inh: 31; Sm TGR block: 25µM*; FBPA Giardia inh: 11%; Pf growth 96h: inconclusive; Cycloheximide cs: 9

What do the screens show for `CC(=O)Nc1ccc(NC(=O)CCn2c(=O)oc3ccccc32)cc1`?
Shiga toxin inh: 0; Pf growth 48h: 18%; Sm TGR block: 1%; FBPA Giardia inh: 1%; Pf growth 96h: 31%; Cycloheximide cs: -6

Results for Cc1ccc(-c2n[nH]c(=S)n2C)cc1Cl ?
Shiga toxin inh: -17; Pf growth 48h: 16%; FBPA Giardia inh: 1%; Pf growth 96h: 4%; Cycloheximide cs: -2

What do the screens show for `Cc1ccc(OCC(=O)O/N=C(\N)c2ccncc2)c(C)c1`?
Shiga toxin inh: 114*; Pf growth 48h: 76%[activator]; Sm TGR block: -2%; FBPA Giardia inh: 4%; Pf growth 96h: 165%[activator]; Cycloheximide cs: 33*
